Source: PubChem
hIAP act: human IAP activators, primary screen, biochemical, luminescence, uHTS. 0.16% of 330,000 active. AID 2524, 2010. activation factor at 10 µM. purified human IAP, CDP-Star luminescence, 30 min; hits give high values; 1 = vehicle-only enzyme, 0 = enzyme-free background. Intestinal-type alkaline phosphatase (Homo sapiens), P09923;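 active means activation factor of the enzyme at least 2-fold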; further: the source names both 10 and 20 µM as test concentration; values of inactives mirror those of a sister screen read the other way
Target sequence (P09923 whole entry, looked up): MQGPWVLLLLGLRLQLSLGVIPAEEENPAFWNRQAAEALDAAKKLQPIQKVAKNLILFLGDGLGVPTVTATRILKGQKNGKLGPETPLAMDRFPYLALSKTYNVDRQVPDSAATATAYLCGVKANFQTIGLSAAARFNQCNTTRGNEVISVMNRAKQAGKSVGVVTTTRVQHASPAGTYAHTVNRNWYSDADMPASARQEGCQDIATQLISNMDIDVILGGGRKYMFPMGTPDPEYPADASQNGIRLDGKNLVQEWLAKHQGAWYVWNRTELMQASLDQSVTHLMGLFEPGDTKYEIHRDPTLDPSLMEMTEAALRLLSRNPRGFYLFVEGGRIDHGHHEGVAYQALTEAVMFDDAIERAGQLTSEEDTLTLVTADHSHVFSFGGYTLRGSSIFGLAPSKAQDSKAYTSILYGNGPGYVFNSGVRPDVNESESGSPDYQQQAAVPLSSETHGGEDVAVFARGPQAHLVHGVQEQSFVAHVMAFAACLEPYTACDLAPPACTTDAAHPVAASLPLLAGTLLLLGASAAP
PfGluPho inh: PfG6PD enzyme inhibitors, primary screen, biochemical, fluorescence intensity, uHTS | PfGluPho enzyme, NADPH resazurin-diaphorase fluorescence | inhibition, % at 20 µM | 0.78% of 350,000 active | AID 504690, 2011;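 active means inhibition reaching at least a set limit at 20 µM in the primary screen, cut at about 59% in these data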;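 further: 0% = DMSO wells with substrate and 100% = DMSO wells lacking glucose-6-phosphate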
SENP8 inh: human SENP8 protease inhibitors, primary screen, biochemical, fluorescence, Nedd8 protein substrate, uHTS; recombinant SENP8; 0.64% of 360,000 active; Sentrin-specific protease 8 (Homo sapiens), Q96LD8; inhibition, % at 20 µM; AID 602440, 2012; in the data active means inhibition mostly above about 40%, no sharp cut-off; inactive means mostly below about 27%
Target sequence (Q96LD8 whole entry, looked up): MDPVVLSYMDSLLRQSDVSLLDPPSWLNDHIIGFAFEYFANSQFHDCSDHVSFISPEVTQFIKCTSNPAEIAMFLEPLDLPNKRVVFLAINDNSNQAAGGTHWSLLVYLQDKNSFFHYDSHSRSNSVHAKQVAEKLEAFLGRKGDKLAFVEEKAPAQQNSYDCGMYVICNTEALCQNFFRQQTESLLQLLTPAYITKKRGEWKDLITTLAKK
ATG4B inhibitor: ATG4B protease inhibitors, primary screen, biochemical, fluorescence, uHTS; Cysteine protease ATG4B (Homo sapiens), Q9Y4P1; ATG4B cleavage of LC3-PLA2, NBD-HPC fluorescence, 1 h; 0.51% of 340,000 active; inhibition, % at 8.33 µM; in the data active means inhibition above about 40%
SENP6 block: SENP6 protease inhibitors, primary screen, biochemical, luminescence, uHTS; inhibition, % at 10 µM; Recombinant SENP6 catalytic domain, aminoluciferin luminescence; 1.8% of 330,000 active; AID 2599, 2010; Sentrin-specific protease 6 (Homo sapiens), Q9GZR1;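 active means inhibition above about 50% at the single tested dose, limit read from the data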;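 further: plate controls were DMSO wells with enzyme for no effect and DMSO wells lacking enzyme for full effect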
NR3A LBD binder: binders of NR3A ligand-binding domain, primary screen, biophysical, differential scanning fluorimetry, uHTS. AID 1259313, 2017. 2.5% of 340,000 active. Glutamate receptor ionotropic, NMDA 3A (GRIN3A) ligand-binding domain. NR3A LBD differential scanning fluorimetry, Tm shift; 0% = protein alone, 100% = glycine-bound protein. Tm shift relative to glycine control, % at 25 µM;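 active means melting temperature shift of at least 10% of the positive control shift, at one fixed dose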
SENP1 FRET inh: human SENP1 catalytic domain inhibitors, primary screen, biochemical, FRET, uHTS | 0.21% of 360,000 active | Sentrin-specific protease 1 (Homo sapiens), Q9P0U3 | AID 624204, 2012 | recombinant SENP1 catalytic domain, CyPet-SUMO1-YPet FRET cleavage | inhibition, % at 10 µM;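 active means inhibition at least 30% at 10 µM, raw YFP signal under a set limit, fluorescence ratio 0.5 to 1.5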;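 further: 0% = enzyme with DMSO and 100% = no enzyme wells; some results filed as inactive read as strong as hits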
Target sequence (Q9P0U3 419-644 limits assumed): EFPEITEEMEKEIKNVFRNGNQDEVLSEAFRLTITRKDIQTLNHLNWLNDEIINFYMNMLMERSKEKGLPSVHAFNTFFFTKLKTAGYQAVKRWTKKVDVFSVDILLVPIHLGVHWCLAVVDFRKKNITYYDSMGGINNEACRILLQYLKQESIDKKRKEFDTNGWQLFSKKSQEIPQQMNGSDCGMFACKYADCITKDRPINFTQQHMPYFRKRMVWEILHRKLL
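system = hSENP1 catalytic domain, recombinant | reagent = SFCypet-SUMO1-SFYpet substrate at 25 nM | doses = one dose per compound, 10 µM, 0.5% DMSO | incubation = enzyme reaction for 50 min at room temperature, dark | measured by = FRET, CFP and YFP emission | controls = no-enzyme low, enzyme-DMSO high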
MPTP inh: mitochondrial permeability transition pore inhibitors, primary screen, biochemical, isolated mouse mitochondria, absorbance; Ca2+ swelling absorbance, 30 min; inhibition, % at 10 µM; 1.4% of 360,000 active; AID 602449, 2012;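 active means inhibition of 50% or more, scaled per plate between neutral and stimulator controls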;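 further: 0% = DMSO wells given calcium and 100% = 1 mM EGTA wells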
Numbers without * were called inactive; . = not tested or not shown.

SMILES | hIAP act | PfGluPho inh | SENP8 inh | ATG4B inhibitor | SENP6 block | NR3A LBD binder | SENP1 FRET inh | MPTP inh
COc1cccc(NC(=O)c2ccccc2Br)c1 | 0.93 | 13 | 9 | -1 | 8 | -1 | -5 | -0.2
CCOC(=O)C1(Cc2ccccc2)NC(c2ccccc2F)C2C(=O)N(CC)C(=O)C21 (configuration not stated) | 0.91 | -2 | 16 | -4 | -10 | 0 | 0 | 1.1
N#CNC(=Nc1ccc(Cl)cc1)Oc1ccccc1 | 0.79 | -6 | 18 | 0 | -7 | 3 | 3 | 6.4
Cc1ccc(S(=O)(=O)NCCC(=O)N2CCOCC2)cc1C | 0.96 | 9 | 23 | -3 | -3 | 2 | -3 | -1.9
CCCCN(Cc1ccccc1)C1CCN(Cc2ccccc2)CC1 | 1.4 | -9 | 8 | 7 | 10 | 0 | -1 | -0.2
COc1ccc(CC(=O)N2CCC(n3nccc3NC(=O)C3CC3)CC2)cc1 | 1.2 | 1 | 4 | -5 | -6 | 10 | 2 | -0.4
NS(=O)(=O)c1ccc(CNC(=O)c2ccc(S(=O)(=O)NCc3ccco3)cc2)cc1 | 1 | -3 | 21 | 3 | -26 | 3 | 0 | -0.1
CCN(CC)C(=O)C(=O)c1cccn1-c1cccc(OC)c1C#N | 1.1 | 1 | 15 | -6 | 2 | 0 | 1 | 2.0
O=C(C(Cc1ccccc1)N1C(=O)C2C3CCC(C3)C2C1=O)N1CCCCC1 (configuration not stated) | 0.89 | -11 | 1 | -4 | -1 | -10 | 1 | -2.5
CCN(CC)CC(=O)Nc1ccc2c(c1)N(C(=O)CN(CC)CC)c1ccccc1CC2 | 1.1 | -14 | 40* | 2 | 7 | -1 | -2 | -0.3
CC(C)C[C@@H](CN)NC(=O)c1nc[nH]c1C(=O)N[C@@H](CC(=O)O)C(=O)CNC[C@H](C)NC(=O)c1nc[nH]c1C(=O)N[C@@H](CC(=O)O)C(=O)O | . | 0 | 4 | 12 | . | 0 | -1 | -0.2
CCOC(=O)Cc1c(C)nc(SC)[nH]c1=O | 1.1 | -16 | 13 | 3 | -7 | -2 | 2 | -1.4
C=CCOc1ccc(C=Nc2ccc(Cl)cc2)c(O)c1 | 0.87 | -7 | -24 | 8 | -4 | -1 | -3 | 1.6
CC[C@@]1(C(=O)OC)N[C@H](CN(C)S(=O)(=O)c2ccccc2)[C@@H]2C(=O)N(C)C(=O)[C@@H]21 | 1 | -7 | 11 | . | 12 | 1 | 0 | -1.1
CCOC(=O)C1=C(COC(=O)C(CC)Oc2ccccc2)NC(=O)NC1C (configuration not stated) | 1 | -12 | 4 | 2 | -13 | -1 | 2 | -2.1
CN(C(=O)c1ccc(NC(=O)Cc2cccc(NC(=O)C3CCN(C(=O)C4CCCCC4)CC3)c2)cc1)C1CC1 | . | -16 | 5 | -8 | . | 0 | 1 | 0.6
Cc1ccc(NC(=O)CSc2nc3c(c(=O)n(C)c(=O)n3C)n2C)cc1 | 0.95 | 1 | 7 | 2 | -15 | 0 | 1 | -2.8
O=C(COC(=O)c1ccccc1NC(=O)c1ccco1)Nc1ncc(Cl)cc1Cl | 0.94 | 7 | -207 | -9 | -21 | 3 | -3 | -4.6
O=C(COC(=O)c1ccccc1Cc1ccccc1)NC1CCS(=O)(=O)C1 (configuration not stated) | 1.3 | 0 | 14 | 6 | -13 | -3 | -1 | 0.0
O=C(O)Cn1cc(/C=C2/NC(=O)N(c3ccc(Cl)cc3)C2=O)c2ccccc21 | 1 | 9 | -139 | 4 | -8 | -1 | -84 | 0.5
COc1ccccc1N1CCN(C(=O)CCCN2C(=O)c3cccc4cccc(c34)C2=O)CC1 | 1.1 | -9 | -52 | -13 | -7 | -3 | 1 | 2.2
COc1ccc(CCNC(=O)C(=O)NCC2OCCN2S(=O)(=O)c2ccc(OC)cc2)cc1 (configuration not stated) | 0.87 | 7 | 7 | -12 | -2 | -3 | 1 | -0.7
COc1ccc(NC(=O)CS(=O)CC(=O)NC2CCCc3ccccc32)cc1 (configuration not stated) | 1.3 | -6 | 31 | -10 | -23 | -1 | 0 | -0.3
CSCCC1NC(=O)N(CC(=O)Nc2c(Cl)cc(Cl)cc2Cl)C1=O (configuration not stated) | 1.1 | -12 | 9 | 9 | -3 | 2 | -1 | 0.3
Cc1ccc(-c2n[nH]c(=S)n2/N=C/c2cccs2)cc1 | 1.3 | 35 | 19 | -6 | -7 | 1 | 2 | 2.7
c1ccc(-c2cn(C[C@H]3CC[C@H](Cn4cc(-c5ccccn5)nn4)O3)nn2)nc1 | 1.1 | -4 | 9 | 14 | 5 | 1 | 2 | -0.9
COc1ccc(-c2cn3nc(C)c(C)nc3n2)cc1OC | 0.82 | 6 | -164 | -3 | 1 | 1 | -21 | -0.6
CNc1c([N+](=O)[O-])cnn1-c1ccc(F)cc1 | 1.1 | -6 | 10 | -12 | -15 | -2 | 2 | -1.8
COC(=O)c1nnn(CC(=O)NC(=O)Nc2c(C)cccc2C)c1C(=O)OC | 1.2 | -10 | 23 | -2 | -4 | -7 | 3 | 35
NC(=O)c1ccc(NC(=O)C#Cc2ccccc2)cc1 | 1.1 | -4 | 11 | 1 | 0 | 5 | -6 | -0.4
CC[C@]1(C(=O)OC)[C@H]2C(=O)N(Cc3ccccc3)C(=O)[C@H]2[C@H]2CN=C(SCC3CC3)N21 | . | -4 | 10 | 2 | . | 2 | 0 | 0.5
O=C(CSc1ccc(C(F)(F)F)cc1[N+](=O)[O-])NCCOc1ccccc1 | 0.99 | 5 | 24 | -1 | 7 | -6 | 2 | 18
COc1ccc(C2SCC(C(=O)NCc3ccc(F)cc3)N2C(C)=O)cc1 (configuration not stated) | 0.88 | -6 | 3 | -11 | -8 | -1 | 5 | -0.3
COc1ccccc1N(C)S(=O)(=O)c1ccc(C(=O)Nc2ncc(C)s2)cc1 | 1.1 | 6 | -10 | -4 | 13 | -5 | 3 | 1.6
CCN(CC)c1ccc2cc(C(N)=O)c(=N)oc2c1 | 1.3 | -1 | -394 | -16 | 17 | -1 | -22 | 0.4
O=C(NN1C(=O)C2C3C=CC(C4CC34)C2C1=O)c1ccc(Br)cc1 (configuration not stated) | 1 | -13 | 2 | -3 | -10 | 2 | 4 | 0.2
CCOc1ccc(C(=O)Nc2ccc3c(c2)OCCO3)cc1[N+](=O)[O-] | 1.1 | 29 | 15 | -13 | 7 | -1 | 1 | -0.2
Cc1c(S(=O)(=O)Nc2cccc3ccccc23)c(=O)n(C)c(=O)n1C | 0.96 | 8 | -1 | -10 | -12 | 3 | 1 | -0.9
O=[N+]([O-])c1cc(Cl)cc(/C=N/Nc2nc3ccccc3s2)c1O | 1 | -29 | 14 | 12 | 54* | 20* | -4 | 78*
CCCCn1cnc2sc3c(c2c1=N)CCCC3 | 0.84 | -12 | 13 | -2 | -19 | -2 | 4 | 0.6
O=C1c2ccccc2C(=O)N1OCCOCCOCCBr | 1 | -18 | 14 | -1 | 2 | 1 | 0 | -0.4
COC(=O)c1ccc(OCC(O)CN(CC(C)C)CC(C)C)cc1 (configuration not stated) | 1.1 | 1 | 19 | 2 | -13 | 3 | 1 | 2.4
O=C(Nc1ccc2c(c1)OCO2)c1ccc(Cl)cc1Cl | 1 | 18 | 12 | -5 | 52* | 1 | 1 | -0.2
CCOC(=O)/C=C/C(=O)Nc1ccc(S(=O)(=O)Nc2c(C)cc(C)cc2C)cc1 | 1 | 5 | 1 | -11 | 5 | 8 | 1 | 38
COc1ccc(CCc2cc(OC)cc(=O)o2)cc1 | 1.1 | 7 | 31 | -4 | -10 | -2 | 3 | -0.5
CCC(=O)N1CCN(c2ccc(NC(=O)COc3ccc(CC)cc3)cc2)CC1 | 1.1 | -3 | 7 | -7 | -33 | -3 | -2 | 0.8
Cc1ccc(Nc2n[nH]c(C)c2[N+](=O)[O-])cc1C | 0.98 | 7 | 26 | 40 | 58* | -1 | 2 | 8.5
Cc1ccc2nc(NC(=O)CS(=O)(=O)Cc3ccccc3)sc2c1 | 0.9 | -16 | 28 | 10 | -23 | -3 | 3 | 3.2
CC(=O)N1CSCC1C(=O)NNS(=O)(=O)c1cccc(C(F)(F)F)c1 (configuration not stated) | 1 | -4 | 5 | -1 | -2 | 0 | 1 | 1.1
Cc1sc2nc(CC(=O)N3CCCC3)[nH]c(=O)c2c1C | 1.1 | 38 | 5 | -3 | -21 | 0 | 1 | -1.1
O=C(NCC(c1ccco1)N1CCCCC1)c1ccc(S(=O)(=O)Nc2ccccc2)cc1 (configuration not stated) | 1.1 | 35 | 2 | -5 | -7 | . | 0 | 0.7
COc1ccc(CC(=O)N2CCN=C2SCc2ccc([N+](=O)[O-])cc2)cc1 | 0.94 | 8 | 26 | -7 | 26 | -1 | 2 | 1.1
O=C(NCCN1CCOCC1)c1ccc(Cl)c([N+](=O)[O-])c1 | 1.2 | -9 | 33 | 4 | -7 | -3 | 1 | 0.2
CCCNC(=O)Cn1c(=O)/c(=C\c2ccc(-c3cccc([N+](=O)[O-])c3)o2)s/c1=C\C(=O)C(C)(C)C | 0.92 | -6 | -8 | -2 | -4 | -6 | -25 | 2.4
CCCCCCSc1ncc(C#N)c(N)n1 | 0.91 | 10 | -13 | -2 | -18 | 0 | -27 | 1.5
C/C(=C\C(=O)O)C(=O)Nc1nccs1 | 1.2 | 9 | 15 | -7 | -10 | 2 | 1 | -1.9
COCCCn1c(=S)[nH]c2sc3c(c2c1=O)CCCS3 | 1.2 | 0 | -2 | -5 | 10 | 1 | 1 | 0.1
Cc1ccc(Nc2nc(-c3sc(NC(=O)c4ccccc4)nc3C)cs2)cc1 | 1 | 18 | -80 | 12 | 49 | -1 | -11 | -2.2
Cc1cc(NS(=O)(=O)c2ccc(NC(=O)CSc3nc4sc(C)c(C)c4c(=O)[nH]3)cc2)no1 | 0.9 | -14 | 18 | -5 | -2 | -1 | 1 | -2.1
OCCN(CCO)c1ccc(C(c2ccccc2Cl)c2ccc(N(CCO)CCO)cc2Cl)c(Cl)c1 | 0.91 | 9 | 10 | 32 | -6 | -12 | 2 | -4.1
CN=Cc1nc(-c2ccccc2)oc1O | 0.99 | -1 | 11 | -2 | 43 | -16 | 2 | -0.5
Cc1cc(Nc2cccc(Cl)c2C)n2ncnc2n1 | 1 | -17 | 11 | -2 | -9 | 1 | -2 | -2.6
Cc1noc(C)c1CSc1ccccc1C(=O)O | 0.89 | -16 | -3 | 6 | -14 | -1 | 0 | -2.7
